# Compound activity from PubChem.
# Nrf2 activator – activators of Nrf2 (ARE) signaling. AREc32 ARE-luciferase reporter (MCF7-derived line), luminescence, 24 h. Potency, µM (highest dose often 46.1 µM), for inactives: at the top dose activation, actives largely listed as activators. hit rate 0.31% among 410,000. AID 624171; further: potency means the concentration at half of the fitted maximal effect; % of control where 0% means no effect; nearly all actives have a fitted effect of over 65% in size
#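 Luminescent ARE reporter assay in AREc32_Fluc cells: overnight plating at 37 deg C, 24 hr compound incubation, Steady-Glo added, 30 min RT before reading.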
# CCT chaperon mod – cytosolic chaperonin activity modulation; purified chaperonin ATPase assay, HTRF ADP detection, 30 min; activity change, % (no concentration beside the values), hits read low; hit rate 0.3% among 360,000; AID 651819; in the data active means activity change below about -30%; further: on the % scale 0 is the no-effect control and ±100 the full control effect
#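 TRiC (40 or 20 nM final, by batch activity) in 30 mM Tris pH 7.4, 100 mM KCl, 5 mM MgCl2, 1 mM DTT was treated with compound at 76 uM single dose, then 10 uM ATP, 30 min at 37 °C. ADP was read by HTRF Transcreener.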
# pAkt inh – inhibitors of Akt phosphorylation; Neuro2A IGF-stimulated pAkt S473 HTRF, 20 min; hits give low values; activity change, % for hits at 50 µM; hit rate 0.32% among 360,000; AID 651550; in the data active means activity change below about -80%; inconclusive means mostly about -51% to -80%; further: on the % scale 0 is the no-effect control and ±100 the full control effect
#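 Neuro2A cells (4,500/well, DMEM with 0.5% FBS) were treated with compound at a single 50 µM final concentration, stimulated with 6 nM IGF for 20 min at 37 °C, and lysed. Phospho-Akt Ser473 was read by HTRF as 665/615 ratio ×10^4.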
# A549 viability – A549 cytotoxicity, counter-screen for Nrf2 inhibitors. Potency, µM (top dose mostly 46 µM), for the others: at the top dose activity change, negative = cytotoxicity, most hits filed as inhibitors. A549 ARE-Fluc cells, CellTiter-Fluor viability, 18-24 h. hit rate 0.16% among 390,000. AID 504648; further: potency means the concentration at half of the fitted maximal effect; on the % scale 0 is the no-effect control and ±100 the full control effect
#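 A549 ARE_Fluc cells in 5% FBS OPTI-MEM were exposed to compounds in concentration-response for 18-24 h at 37 deg C. Viability was read by CellTiter-Fluor fluorescence (Ex 405/Em 525) after 30 min, before the luciferase read.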
# TGFb inhibitor – inhibitors of TGF-b signaling. AID 588855. HepG2 CAGA-GFP TGF-b/SMAD3 reporter, GFP fluorescence, 18 h; TGF-beta stimulated, 500 pg/mL final. Potency, µM (doses to about 46.1 µM), inactives show at the top dose activity, negative = inhibition, most hits filed as inhibitors. hit rate 1.2% among 410,000; further: potency means the concentration at half of the fitted maximal effect; on the % scale 0 is the no-effect control and ±100 the full control effect; nearly all actives have a fitted effect of over 65% in size
#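 Read-out: total well GFP (ex488/em500-530) summed from mean per-cell fluorescence. Cells: HEPG2 CAGA-GFP, 1% FBS DMEM, 18 h at 37 degrees C with 500 pg/mL final TGF-beta. Unstimulated wells served as the full-inhibition control; stimulated DMSO wells = 0%.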
# HepG2 viability – kills HepG2 cells in TGF-b inhibitor counter-screen; HepG2 CAGA-GFP viability, ATP luminescence, 18 h; Potency, µM (series often up to 46.1 µM), for inactives: at the top dose activity change, negative = cytotoxicity, actives largely listed as cytotoxic; hit rate 0.76% among 410,000; AID 588856; further: potency means the concentration at half of the fitted maximal effect; some results filed as inactive show a strong effect at the top dose
#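 CellTiter-Glo luminescence gave cytotoxicity after 18 hours at 37 degrees C. The cells were HepG2 CAGA-GFP in 1% FBS DMEM, stimulated with 500 pg/mL TGF-beta after compound addition. %Activity was normalised to no-cell wells (complete cell-killing) and DMSO (no toxicity), and curves were fitted and classified.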
# Mm-Cpn inhibitor – inhibitors of Methanococcus maripaludis chaperonin (MmCpn); Potency, µM (doses to about 76.9 µM), for inactives: top-dose activity, negative = inhibition, usual class: inhibitors; purified Mm-Cpn ATPase, ADP Transcreener TR-FRET; AID 504842; hit rate 0.031% among 330,000; further: potency means the concentration at half of the fitted maximal effect; on the % scale 0 is the no-effect control and ±100 the full control effect; nearly all actives have a fitted effect of over 80% in size
#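 ATP (10 uM final) was added to archaeal chaperonin (25 nM final) after 10 min exposure to test compound at 37°C; after 30 min further incubation, ADP was detected by competitive TR-FRET.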
# ATXN viability – cell viability loss in ATXN counter-screen; S2 cells (HEK-293 line with an ATXN2-luciferase reporter) viability, CellTiter-Fluor protease fluorescence, 24 h; Potency, µM (doses to about 56.7 µM), usual class: cytotoxic; hit rate 0.49% among 400,000; AID 651635; further: potency means the concentration at half of the fitted maximal effect; nearly all actives have a fitted effect of over 40% in size
# Nrf2 block – Nrf2 pathway inhibition | A549 ARE-Fluc reporter, luciferase luminescence, 18-24 h | Potency, µM (series often up to 46 µM), without a hit: top-dose activity change, negative = inhibition, hits mostly inhibitors | hit rate 2.1% among 360,000 | AID 504444; further: potency means the concentration at half of the fitted maximal effect; on the % scale 0 is the no-effect control and ±100 the full control effect; nearly all actives have a fitted effect of over 60% in size
#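 A549 ARE_Fluc cells (5000/well, 5% FBS OPTI-MEM) pre-incubated 2 h, then treated with compounds 18-24 h at 37C/5% CO2 in concentration-response. CellTiter-Fluor viability read first; BugLite luciferase luminescence after 15 min at room temperature gives Nrf2 activity.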
# Active calls of the source: *; i = inactive; ? = inconclusive; · = not tested or not shown; [ ] = another dose, or the depositor's remark. Unless noted, the call rests on the fitted dose curve; in most records, active means well fitted curve in the direction sought with a large enough effect; inconclusive means small, poorly fitted or top-dose-only effect, or another doubt; inactive means no such curve, though single readings can be large; an effect the other way counts as inactive or inconclusive.
SMILES,Nrf2 activator,CCT chaperon mod,pAkt inh,A549 viability,TGFb inhibitor,HepG2 viability,Mm-Cpn inhibitor,ATXN viability,Nrf2 block
COc1ccc(C2(NC(C)=O)CCN(C(=O)CCC(=O)O)CC2)cc1,-0.7%,-1.8,i,3%,-11%,-1%,2%,i,11%
COc1ccccc1CNc1ncccn1,-0.2%,-2.3,i,0%,19%,10%,-11%,i,1%
Cc1nn(Cc2cccc(C(=O)NC34CC5CC(CC(C5)C3)C4)c2)c(C)c1Br,2.3%,-2.4,i,-5%,?,-11%,3%,i,?
Cn1c(=O)c2c(nc(Sc3ncccn3)n2Cc2ccc(Cl)cc2)n(C)c1=O,0.7%,-0.7,i,5%,-11%,-30%,0%,i,15µM*
Cc1nc(N2CCN(S(=O)(=O)c3ccccc3)CC2)c2c3c(sc2n1)CC(C)CC3 (stereo unspecified),0.4%,-2.3,i,2%,-14%,-3%,1%,i,7%
COc1ccc(NC(=S)N2CCN(C(c3ccccc3)c3ccccc3)CC2)cc1OC,6.5%,1.0,i,-9%,1%,2%,0%,i,-7%
CC[n+]1c(/C=C/C=C/N(C(C)=O)c2ccccc2)sc2cc(OC)ccc21,10%,-0.1,i,15µM*,168%[activator],-37%,-2%,32µM*,-11%
O=C(CO/N=C\c1ccccc1)Nc1ccccc1C(=O)N1CCOCC1,0.1%,-0.9,i,2%,5%,13%,2%,i,-11%
Cc1ccc(NC2=C(N3CCOCC3)C(=O)c3ccccc3C2=O)cc1,-0.2%,-1.0,i,-30%,?,-65%,-8%,?,?
COc1cc(=O)n(C)c2c(OCC(O)C(C)(C)O)cccc12 (stereo unspecified),-0.5%,-1.8,i,-1%,-1%,-16%,3%,i,5%
Cc1cccc(NC2=NC(=S)N(c3cccc(C(=O)O)c3)C23CCCCC3)c1,2.5%,0.2,i,4%,8%,19%,0%,?,-2%
Cc1cc(C(=O)CSc2n[nH]c(N)n2)c(C)n1-c1ccc2c(c1)OCO2,4.8%,0.8,i,6%,?,-43%,-1%,i,-14%
Cn1c(SCC(=O)Nc2nccs2)nnc1-c1ccccn1,-0.2%,-2.5,i,2%,-21%,-6%,3%,i,-5%
Cc1cnc(C(=O)OCC(=O)c2ccc(C)s2)cn1,-0.4%,-1.4,i,-1%,-3%,-1%,0%,i,0%
C[C@H]1CCC[C@]2(CC(=O)c3cc(F)ccc3O2)C1,0.5%,0.0,i,2%,0%,0%,4%,i,1%
O=C1NC2=C(C(=O)CCC2)C(c2ccc([N+](=O)[O-])cc2)N1 (stereo unspecified),-0.9%,-0.1,i,-3%,?,19%,-1%,i,?
CCC(C(=O)N1CCN(C(=O)c2ccco2)CC1)c1ccccc1 (stereo unspecified),-0.6%,2.3,i,-4%,11%,5%,-4%,i,-15%
O=C(NCc1cccc(F)c1)C1CCN(c2nc3ccccc3nc2C(F)(F)F)CC1,0.2%,·,·,-4%,-19%,9%,·,i,23%
COc1ccc(C)cc1NC(=O)CSc1nnc(-c2ccco2)n1Cc1ccco1,-0.5%,0.2,i,3%,-2%,-39%,2%,i,5%
CC(C)=CCc1cc([C@@H]2COc3c(ccc4c3C=CC(C)(C)O4)C2)c(O)cc1O,-1.8%,-3.9,i,-6%,14µM*,16µM*,·,·,?
CC(C)(C)C(=O)C1=C(O)C(=O)N(Cc2ccccc2)C1c1ccccc1Cl (stereo unspecified),0.0%,-2.4,i,-5%,0%,-11%,-9%,i,-24%
COC(=O)c1ccccc1NC(=O)c1cc(-c2ccco2)on1,?,-4.3,i,3%,-2%,-21%,-2%,i,?
O=C(Nc1ccc(C(=O)NCCCN2CCN(c3ccc(F)cc3)CC2)cc1)C1=CSCCO1,0.6%,0.5,i,-6%,7%,-36%,-1%,·,-5%
Cn1cc(CN2CCCC(CO)C2)c(-c2ccc(Oc3ccccc3)cc2)n1 (stereo unspecified),-0.4%,0.3,i,-12%,-1%,-33%,1%,i,5%
Cc1ccc(-c2csc(N3CCN(S(=O)(=O)c4ccc5c(c4)NC(=O)CO5)CC3)n2)cc1,0.6%,0.2,i,-6%,-2%,-2%,1%,i,?
Cc1cc(C)n(C(=O)CCCCCCCC(=O)n2nc(C)cc2C)n1,-0.9%,0.2,i,20%,-2%,-9%,2%,i,-20%
CCCc1cc(=O)[nH]c(SCC(=O)N2N=C(c3ccc(Cl)cc3)CC2c2ccco2)n1 (stereo unspecified),4.3%,0.8,i,-4%,?,-6%,-1%,i,13%
CC(=O)C(Sc1nnnn1-c1ccc(O)cc1)c1ccccc1 (stereo unspecified),3.2%,-4.8,i,-3%,-10%,-43%,-5%,i,?
CC(=O)NCCc1nc2cc(NC(=O)Nc3ccccc3)ccc2n1C,-0.6%,-0.4,i,-9%,8%,3%,1%,i,-1%
CN(Cc1cccs1)S(=O)(=O)c1cccs1,-0.5%,-4.0,i,-4%,-7%,-21%,0%,i,2%
N#CC1=C(N)OC2=C(C(=O)CC(c3ccccc3)C2)C1c1ccoc1 (stereo unspecified),14%,3.1,i,-5%,-6%,14%,?,i,?
Cc1ccc(CN2C(=O)CCC2(C)C(=O)NCc2cccnc2)cc1 (stereo unspecified),-0.3%,-0.7,i,-9%,-1%,9%,0%,i,1%
CC(=O)n1cc([C@H]2C=C(C(=O)N3CCOCC3)O[C@@H](OCc3ccc(CO)cc3)C2)c2ccccc21,-0.2%,0.3,i,-3%,-8%,-5%,·,i,-9%
COc1ccc(-c2cc(-c3ccccc3)c(C#N)c(=S)[nH]2)cc1,-0.4%,-3.6,i,-3%,4%,8%,-9%,?,14%
COc1ccc(-c2ccc(C(=O)Nc3cc(OC)c(OC)c(OC)c3)c3occc23)c(C)c1,0.0%,-2.2,i,·,-5%,-15%,·,?,·
O=C(COc1cccc(NC(=O)c2ccccc2)c1)c1ccc(F)cc1,-0.6%,0.3,i,6%,7%,10%,-1%,i,-14%
Cc1ccc(NC(=S)NCCc2ccc(S(N)(=O)=O)cc2)c(C)c1,-0.1%,-1.3,i,-1%,9%,-18%,·,i,7%
C=CCN(Cc1nc(-c2ccc(OC)c(OC)c2)oc1C)C1CCS(=O)(=O)C1 (stereo unspecified),0.1%,1.3,i,-13%,0%,-44%,0%,i,-10%
CCOC(=O)c1cc2c(c(CCO)n1)[C@H](CCO)N(S(=O)(=O)C(C)(C)C)C2,0.0%,0.7,i,6%,11%,-7%,·,i,5%
COc1ccc(OC)c(N(CC(=O)N2CCCCC2)S(=O)(=O)c2ccc(OC)c(OC)c2)c1,0.0%,0.2,i,-10%,3%,8%,-2%,i,-5%

# Laid out differently: entries from further up
# Every second line gives: Nrf2 activator	CCT chaperon mod	pAkt inh	A549 viability	TGFb inhibitor	HepG2 viability	Mm-Cpn inhibitor	ATXN viability	Nrf2 block
> CC(=O)n1cc([C@H]2C=C(C(=O)N3CCOCC3)O[C@@H](OCc3ccc(CO)cc3)C2)c2ccccc21
  -0.2%	0.3	i	-3%	-8%	-5%	·	i	-9%
> COc1ccc(-c2cc(-c3ccccc3)c(C#N)c(=S)[nH]2)cc1
  -0.4%	-3.6	i	-3%	4%	8%	-9%	?	14%
> COc1ccc(-c2ccc(C(=O)Nc3cc(OC)c(OC)c(OC)c3)c3occc23)c(C)c1
  0.0%	-2.2	i	·	-5%	-15%	·	?	·
> O=C(COc1cccc(NC(=O)c2ccccc2)c1)c1ccc(F)cc1
  -0.6%	0.3	i	6%	7%	10%	-1%	i	-14%
> Cc1ccc(NC(=S)NCCc2ccc(S(N)(=O)=O)cc2)c(C)c1
  -0.1%	-1.3	i	-1%	9%	-18%	·	i	7%
> C=CCN(Cc1nc(-c2ccc(OC)c(OC)c2)oc1C)C1CCS(=O)(=O)C1 (stereo unspecified)
  0.1%	1.3	i	-13%	0%	-44%	0%	i	-10%
> CCOC(=O)c1cc2c(c(CCO)n1)[C@H](CCO)N(S(=O)(=O)C(C)(C)C)C2
  0.0%	0.7	i	6%	11%	-7%	·	i	5%
> COc1ccc(OC)c(N(CC(=O)N2CCCCC2)S(=O)(=O)c2ccc(OC)c(OC)c2)c1
  0.0%	0.2	i	-10%	3%	8%	-2%	i	-5%

# Next records.
SMILES,Nrf2 activator,CCT chaperon mod,pAkt inh,A549 viability,TGFb inhibitor,HepG2 viability,Mm-Cpn inhibitor,ATXN viability,Nrf2 block
[O-]/C(=C(\C(=S)Nc1ccc(SC(F)F)cc1)[n+]1ccccc1)c1cc(Cl)ccc1Cl,0.2%,-3.9,i,?,-21%,10%,?,i,21µM*
COc1ccc(OC)c(CN2C(=O)CCC2(C)c2nnnn2Cc2ccccc2)c1 (stereo unspecified),0.1%,-1.5,i,·,·,·,·,i,·
CC(=O)Nc1ccc(OCC(=O)NCc2ccccc2)cc1,0.2%,-1.8,i,2%,11%,7%,1%,i,1%
CCOc1ccc(N(CC(=O)NC(C)(C)C)C(=O)CCC(=O)Nc2nccs2)cc1,2.8%,3.1,i,4%,2%,4%,0%,i,7%
NC(=S)Nc1cccc2[nH]ncc12,-0.5%,0.0,i,-1%,0%,2%,1%,i,11%
COc1ccc(-c2noc3c2-c2nc(C(C)C)sc2CC3)cc1,2.2%,0.3,i,?,?,-5%,·,i,?
CC1CCCC(C)N1C(=O)COC(=O)C12CC3CC(CC(Cl)(C3)C1)C2 (stereo unspecified),-0.3%,-5.8,i,-3%,1%,-8%,1%,·,4%
Cc1nnc(NC(=O)c2cccc(S(=O)(=O)N3CCCC3)c2)s1,-0.1%,-8.5,i,-1%,1%,-9%,-1%,i,6%
CCC(=O)Nc1ccccc1C(=O)C(=O)Nc1ccccc1,12%,-2.2,i,18%,-26%,-15%,1%,i,17%
